TMEM16A act – mouse TMEM16A channel activation, primary screen; HEK293 TMEM16A/YFP-H148Q/I152L, iodide quench fluorescence; active compounds read low; actives 0.3% (n = 340,000); B-score at 10 µM; Q8BHY3;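 active means fluorescence-ratio B-score plate-corrected deviation score at least 3 library SD below zero, with starting fluorescence score within 5 deviations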;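 further: channel opened by trigger with iodide after compound preincubation; score built on the fluorescence ratio of max minus min over baseline; more negative score means more quench and so TMEM16A activation or potentiation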
Target sequence (Q8BHY3 whole entry, looked up): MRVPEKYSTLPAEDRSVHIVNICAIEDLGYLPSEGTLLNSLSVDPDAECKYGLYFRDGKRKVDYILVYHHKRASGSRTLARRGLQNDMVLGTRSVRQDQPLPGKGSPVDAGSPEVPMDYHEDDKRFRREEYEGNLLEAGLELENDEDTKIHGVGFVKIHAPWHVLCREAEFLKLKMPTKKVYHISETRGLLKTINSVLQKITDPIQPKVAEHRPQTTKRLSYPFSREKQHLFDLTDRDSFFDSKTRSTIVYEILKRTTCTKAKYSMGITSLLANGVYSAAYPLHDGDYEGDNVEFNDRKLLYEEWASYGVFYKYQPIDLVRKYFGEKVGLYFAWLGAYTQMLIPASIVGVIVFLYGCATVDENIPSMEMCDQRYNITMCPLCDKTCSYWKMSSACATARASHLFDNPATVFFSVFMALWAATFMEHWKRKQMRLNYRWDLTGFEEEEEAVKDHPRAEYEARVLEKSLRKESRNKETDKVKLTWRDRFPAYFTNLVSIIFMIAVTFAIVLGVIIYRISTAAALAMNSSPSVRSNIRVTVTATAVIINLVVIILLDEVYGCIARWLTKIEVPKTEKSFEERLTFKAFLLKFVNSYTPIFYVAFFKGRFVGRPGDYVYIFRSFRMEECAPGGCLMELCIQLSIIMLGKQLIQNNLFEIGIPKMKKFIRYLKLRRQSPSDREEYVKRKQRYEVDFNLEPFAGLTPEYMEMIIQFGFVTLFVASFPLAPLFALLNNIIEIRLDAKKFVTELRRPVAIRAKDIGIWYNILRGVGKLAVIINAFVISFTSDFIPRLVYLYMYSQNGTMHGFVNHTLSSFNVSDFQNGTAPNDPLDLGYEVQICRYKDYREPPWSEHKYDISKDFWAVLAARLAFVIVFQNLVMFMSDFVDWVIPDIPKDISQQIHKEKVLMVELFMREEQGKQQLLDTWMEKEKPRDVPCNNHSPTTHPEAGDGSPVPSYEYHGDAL
Calls only; i = inactive. This is a subset, so the mix of outcomes need not match the whole.

Sample of the layout (six entries):
| smiles | TMEM16A act |
| --- | --- |
| N#CC1(Nc2ccc(-c3ccc(NC4(C#N)CCCC4)cc3)cc2)CCCC1 | i |
| CN(CC(=O)Nc1ccc(F)cc1)C(=O)CN1C(=O)c2ccccc2C1=O | i |
| O=P(NCc1ccccc1)(OCc1ccccc1)OCc1ccccc1 | i |
| Cc1cn(C2CC(OC(=O)C(C)C)C(CO)O2)c(=O)[nH]c1=O (centres undefined) | i |
| CC(=N)c1c(O)cc(C)oc1=O | i |
| CC(OC(=O)[C@@H](NC(=O)c1ccco1)C(C)C)C(=O)Nc1ncc(Cl)cc1Cl (some centres undefined) | i |

Results, repeating the preview:
| smiles | TMEM16A act |
| --- | --- |
| N#CC1(Nc2ccc(-c3ccc(NC4(C#N)CCCC4)cc3)cc2)CCCC1 | i |
| CN(CC(=O)Nc1ccc(F)cc1)C(=O)CN1C(=O)c2ccccc2C1=O | i |
| O=P(NCc1ccccc1)(OCc1ccccc1)OCc1ccccc1 | i |
| Cc1cn(C2CC(OC(=O)C(C)C)C(CO)O2)c(=O)[nH]c1=O (centres undefined) | i |
| CC(=N)c1c(O)cc(C)oc1=O | i |
| CC(OC(=O)[C@@H](NC(=O)c1ccco1)C(C)C)C(=O)Nc1ncc(Cl)cc1Cl (some centres undefined) | i |
| CC(C)(C)OC(=O)[C@H](CCCCN)NC(=O)c1[nH]cnc1C(=O)N[C@@H](Cc1ccccc1)C(=O)OCc1ccccc1 | i |
| COC(=O)[C@]1(Cc2ccccc2)N[C@H](c2ccc(-c3cccc(Cl)c3)c(OC)c2)[C@@H]2C(=O)N(C)C(=O)[C@@H]21 | i |
| CCN(CC(=O)Nc1ccc(NC(C)=O)cc1)C(=O)c1c(C)nn(Cc2ccc(C)cc2)c1Cl | i |
| CCOc1ccccc1N1CCN(CC(=O)N(C2CCCC2)C2CCS(=O)(=O)C2)CC1 (centres undefined) | i |
| CCOC(=O)c1cc(N2CCCCC2)nc2ccccc12 | i |
| O=C(NCCCl)Nc1ncn[nH]1 | i |
| O=C(COC(=O)Cc1n[nH]c(=O)c2ccccc12)NNC(=O)c1ccc(Br)cc1 | i |
| COc1ccc(-c2ccc3c(c2)S(=O)(=O)c2cccc(C(=O)NCc4ccccc4Cl)c2C3=O)cc1OC | i |
| COc1ccc(CNC(=O)CN2C(=O)NC(c3ccccc3)(c3ccccc3)C2=O)cc1 | i |
| Cc1noc(NS(=O)(=O)c2ccc(NC(=O)c3ccc(Cl)c(S(=O)(=O)N(C)c4ccccc4)c3)cc2)c1C | i |
| CC(C)n1nnnc1SCC(=O)N(C)C1CCS(=O)(=O)C1 (centres undefined) | i |
| CCCn1c(SCC(=O)Nc2ccc(F)c(Cl)c2)nc(O)cc1=O | i |
| Cc1ccc(C(=O)Nc2ccc(N3CCOCC3)cc2)cc1S(=O)(=O)N1CCCCC1 | i |
| ON=C1c2ccccc2-c2cc(Br)ccc21 | i |
| COc1cc(OC)cc(-c2c(-c3cccs3)c3cc(-c4ccc5[nH]ccc5c4)ccc3n2C)c1 | i |
| Cc1ccc2c(c1)C(=O)C(=O)N2Cc1ccc(C(F)(F)F)cc1 | i |
| O=C1CC(N2CCN(S(=O)(=O)c3ccccc3F)CC2)C(=O)N1c1ccccc1F (centres undefined) | i |
| COc1ccc(C)cc1N1CC(C(=O)Nc2ccccc2N2CCCCC2)CC1=O (centres undefined) | i |
| O=C(CCN1CCN(c2ccccc2)CC1)NNC(=O)Cc1ccccc1Cl | i |
| C=CCN(CC(=O)Nc1cccnc1)S(=O)(=O)c1ccc(Cl)cc1 | i |
| O=C(COc1ccc(Br)cc1)NCC1COc2ccccc2O1 (centres undefined) | i |
| O=C(CNCc1ccccc1Cl)Nc1cc(S(=O)(=O)N2CCOCC2)ccc1Cl | i |
| c1ccc(CNC2CC3CCC2C3)cc1 (centres undefined) | i |
| O=S(=O)(Nc1ccc2nc(N3CCOCC3)sc2c1)c1ccccc1 | i |
| CN(C)CCCNc1oc(-c2ccccc2Cl)nc1S(=O)(=O)c1ccccc1 | i |
| O=C1C=C(c2ccc3ccccc3c2)C[C@@H](c2ccc(Cl)cc2)C1 | i |
| Cc1nnc(SCC(=O)NCC2CCCO2)n1Cc1ccccc1 (centres undefined) | i |
| O=C(Nc1cccc(C(F)(F)F)c1)C1=CC=CN2CCS(=O)(=O)N=C12 | i |
| CS(=O)(=O)Nc1ccccc1C(=O)OCC(=O)NCc1cccs1 | i |
| Cc1noc(C)c1COc1ccccc1C(=O)NNC(=O)c1ccc(F)cc1 | i |
| CCCCNC(=O)COC(=O)c1c2c(nc3ccccc13)/C(=C\c1cccs1)CC2 | i |
| COc1ccc(/C=C2/CCCC(CN(C)C)C2=O)cc1 (centres undefined) | i |
| CCOC(=O)c1ccc(S(=O)(=O)N2CCC(C(=O)N3CCN(c4ccccc4OC)CC3)CC2)cc1 | i |
| O=C(CCC1CCCCC1)Nc1cc(Cl)ccc1N1CCOCC1 | i |
| CN(C(=O)CSc1nc2scc(-c3ccccc3)c2c(=O)[nH]1)c1ccccc1 | i |
| Cn1cccc1C(=O)OCC(=O)NNC(=O)c1ccc([N+](=O)[O-])cc1 | i |
| Cc1ccc(NC(=O)COC(=O)CCc2ccccc2)cc1S(=O)(=O)N1CCOCC1 | i |
| CCOC(=O)C1=C(C)NC(C)=C(C(=O)OCC)C1C(=O)OCC(=O)NCc1ccco1 | i |
| CN(C)c1ccc2c(c1[N+](=O)[O-])Cc1ccccc1-2 | i |
| COc1cc(C(=O)OCC(=O)NCC2CCCO2)cc(OC)c1OC (centres undefined) | i |
| COc1ccc(OCc2nnc(SC(C)C(=O)Nc3ccc(N4CCOCC4)cc3)n2C)cc1 (centres undefined) | i |
| O=C(C[C@H]1C/C=C\C[C@H](Cc2ccc(F)cc2)C(=O)O[C@@H](c2ccccc2)CNC1=O)NCCO | i |
| CC(C)CC1(C)NC(=O)N(CC(=O)Nc2ccc3c(c2)OCCO3)C1=O (centres undefined) | i |
| CCCCN1C(=O)C(=O)N(CC(=O)Nc2cc(Cl)ccc2OC)C1=O | i |
| CCC1CCc2sc(C(=O)NCC(c3ccc(OC)cc3)N3CCOCC3)cc2C1 (centres undefined) | i |
| Cc1ccc2c(c1)S(=O)(=O)c1ccc3ccccc3c1N2 | i |
| C[C@H](CO)N1C[C@H](C)[C@@H](CN(C)Cc2ccc(C(=O)O)cc2)Oc2c(NS(=O)(=O)c3cn(C)cn3)cccc2C1=O | i |
| CCOc1ccc(NC(=O)C2CC(=O)N(CCc3ccc(OC)c(OC)c3)C2)cc1OCC (centres undefined) | i |
| CCc1ccc(N2CC(C(=O)NCC(C)(C)N3CCOCC3)CC2=O)cc1 (centres undefined) | i |
| COc1ccccc1NC(=O)COC(=O)c1ccc(S(=O)(=O)N2CCCCCC2)cc1 | i |
| Cc1noc(C)c1C(=O)Nc1ccc(-c2nnc3n2CCCCC3)cc1 | i |
| CCCN(C(=O)c1ccc(S(=O)(=O)N2CCCC2)cc1)C1CCS(=O)(=O)C1 (centres undefined) | i |
| O=C(CN1CCN(c2ccccc2)CC1)NC(=O)NCc1ccccc1 | i |
| CCc1ccccc1N1CC(C(=O)N2Cc3ccccc3CC2C(N)=O)CC1=O (centres undefined) | i |

(listing goes on)
canonical_smiles | TMEM16A act
O=C(CN1C(=O)NC(Cc2c[nH]c3ccccc23)C1=O)Nc1ccccc1Br (centres undefined) | i
Cc1cc2nc(-c3ccccc3O)[nH]c2cc1C | i
Oc1ccc2ccccc2c1CNc1ccccc1 | i
COC(=O)c1sc(S(=O)(=O)Oc2ccccc2NC(C)=O)c(C(=O)OC)c1C | i
CN(c1ccccc1)S(=O)(=O)c1cccc(NC(=O)c2ccc(=O)[nH]n2)c1 | i
O=C(CNC(=O)C1COc2ccccc2O1)Nc1cc(Cl)ccc1Cl (centres undefined) | i
Cc1ccc(SCC(=O)OCC(=O)NCCc2ccccc2)cc1 | i
O=C(CSc1ccccc1F)NCC1(N2CCCCC2)CCCCC1 | i
O=C(OCCCc1cc2ccccc2c(=O)o1)N1CCOCC1 | i
CC1(C)C2CCC1(CS(=O)(=O)N1CCCC1C(=O)O)C(=O)C2 (centres undefined) | i
COc1ccc(C)cc1S(=O)(=O)N1CCN(C)CC1c1ccccc1 (centres undefined) | i
COCC(=O)n1nc(-c2ccc(C)cc2)nc1NCc1ccc(F)cc1 | i

2 entries from above, reformatted:
Molecule: Cc1cc2nc(-c3ccccc3O)[nH]c2cc1C
  TMEM16A act = i
Molecule: Cc1ccc(SCC(=O)OCC(=O)NCCc2ccccc2)cc1
  TMEM16A act = i

Later entries:
canonical_smiles | TMEM16A act
O=C(OCC(=O)N(Cc1ccccc1)Cc1ccccc1)c1cccc(O)c1 | i
CC(C)OC(=O)C1OC1(C)c1ccccc1 (centres undefined) | i
O=C(NCCc1ccc(C(F)(F)F)cc1)C1CC(=O)N(Cc2ccccc2)C1 (centres undefined) | i
CCOc1ccc(S(=O)(=O)N2CCNC(=O)C2)cc1 | i
CN1C(=O)N(CC(=O)N2CCN(S(=O)(=O)Cc3ccccc3)CC2)C(=O)C12CCCCC2 | i
CCOc1ccccc1C(=O)NC(C(=O)N(C)Cc1ccc2c(c1)OCO2)C(C)C (centres undefined) | i
O=C(CN1C(=O)NC2(CCCC2)C1=O)NCc1ccccc1 | i
CCc1ccc(Cn2ncc3c(C(=O)O)cc(C)nc32)cc1 | i
CCN(C(=O)CN1C(=O)NC(c2ccccc2)(c2ccc(C)c(C)c2)C1=O)C1CCCCC1 (centres undefined) | i
CCCCN(C(=O)c1ccc2ccccc2c1)c1c(N)n(CCCC)c(=O)[nH]c1=O | i
O=C(c1cc2ccccc2o1)N1CCN(CCOc2ccccc2)CC1 | i
CCN(c1ccccc1)S(=O)(=O)c1ccc(C(=O)N(C)Cc2cccs2)cc1 | i

Grouped by structure, the entries above containing a CF3 group (3)
canonical_smiles | TMEM16A act
Cc1ccc2c(c1)C(=O)C(=O)N2Cc1ccc(C(F)(F)F)cc1 | i
O=C(Nc1cccc(C(F)(F)F)c1)C1=CC=CN2CCS(=O)(=O)N=C12 | i
O=C(NCCc1ccc(C(F)(F)F)cc1)C1CC(=O)N(Cc2ccccc2)C1 (centres undefined) | i

Remaining list, next part.
canonical_smiles | TMEM16A act
CCOc1ccc(NC(=O)CN(C)C(=O)CCC2CCCCC2)cc1OCC | i
CC(=O)c1ccc(OCC(=O)Nc2cccc(C(=O)Nc3c(C)n(C)n(-c4ccccc4)c3=O)c2)cc1 | i
CC(OC(=O)c1ccc(S(=O)(=O)N2CCCCC2)cc1)C(=O)Nc1ccc(C(N)=O)cc1 (centres undefined) | i
O=C(Oc1ccccc1Cl)c1ccccc1 | i
O=S(=O)(c1ccccc1)C1CC1(c1ccccc1)c1ccccc1 (centres undefined) | i
Oc1c(C(c2ccccc2)N2CCOCC2)ccc2ccccc12 (centres undefined) | i
O=C(Nc1ccc(C(F)(F)F)cc1)c1ccccc1 | i
CCN(CC(=O)Nc1cccc(S(=O)(=O)N(C)c2ccccc2)c1)Cc1ccccc1 | i
C[C@H](CO)N1C[C@H](C)[C@H](CN(C)Cc2ccccc2)Oc2ccc(NC(=O)Nc3ccc(F)cc3)cc2C1=O | i
CCC(CO)Oc1cc(NCc2ccc(C)c(C)c2)c2ncn(C(C)C)c2c1 (centres undefined) | i
O=C(O)c1ccccc1C1c2ccccc2Oc2ccccc21 | i
CCN1C/C(=C\c2cccc([N+](=O)[O-])c2)C(=O)/C(=C/c2cccc([N+](=O)[O-])c2)C1 | i
COC(=O)C1=C(C)N(Cc2ccccc2)C(=NCC(C)C)N[C@H]1c1cccc(F)c1 | i
CCC(CO)Oc1cc(NCc2ccccc2F)c2ncn(C(C)C)c2c1 (centres undefined) | i
CC(=O)OCC1OC(n2c(-c3ccc(Cl)cc3)ccc(C#N)c2=S)C(OC(C)=O)C(OC(C)=O)C1OC(C)=O (centres undefined) | i
N#Cc1ccc(C(=O)OCC(=O)NC(=O)NC2CCCCC2)cc1 | i
CCN(CC(=O)Nc1ccccc1OC)Cc1csc(CC(=O)Nc2ccc(C)cc2)n1 | i
CC(C)N1C/C(=C/c2cccnc2)C(=O)/C(=C/c2cccnc2)C1 | i
O=C(C(=Cc1ccccc1)CN1CCCCC1)c1ccccc1 | i
COc1ccc(/C=C/C(=O)OCC(=O)Nc2ncc(Cl)cc2Cl)cc1 | i
NC(N)=N/N=C(\N=Nc1ccccc1)c1ccc(Cl)cc1 | i
O=C(CCS(=O)(=O)c1ccccc1)Nc1ccc(S(=O)(=O)Nc2nccs2)cc1 | i
O=C(COC(=O)c1cc[n+]([O-])cc1)Nc1ccc(Cl)cc1Cl | i
Cc1ccc(-c2csc(NC(=O)c3c(C)noc3C)n2)s1 | i
C[C@@]12C(=O)Nc3cc(F)c(F)cc3C(=O)N1[C@H]1c3cc(Cl)ccc3OC[C@@H]1[C@@H]2c1ccccc1 | i
COCCN(C(=O)c1ccc(N2CCCC2=O)cc1)c1c(N)n(CC(C)C)c(=O)[nH]c1=O | i
COc1ccc(C(C)(C)C)cc1NC(=O)CCCN1C(=O)CN(C)C1=O | i
c1ccc(C2(CN3CCNC[C@@H]3CC3CCCCC3)CC2)cc1 | i
O=C(NCc1ccccc1Cl)c1ccc(S(=O)(=O)N2CCCC2)cc1 | i
CCCCn1nc(C(=O)NCC2COc3ccccc3O2)c2ccccc2c1=O (centres undefined) | i
O=[N+]([O-])c1ccc(C=NNc2ccc(S(=O)(=O)O)cc2)cc1 | i
COc1cccc(CNC(=O)c2cc(C3CC3)nc3c2cnn3C(C)C)c1 | i
O=C1CC(NNc2ccccc2)C(=O)N1c1ccc(N2CCCCC2)cc1 (centres undefined) | i
O=C(O)c1cccc(S(=O)(=O)Nc2cccc(S(=O)(=O)Nc3ccc(Br)cc3)c2)c1 | i
O=C1CC(c2ccccc2)CC(=O)N1c1ccc(C(F)(F)F)cc1 | i
CC(C)(C)OC(=O)C[C@H]1C/C=C\C[C@@H](CC(=O)N[C@@H](CO)Cc2ccccc2)C(=O)N2CCC[C@H]2COC1=O | i
COc1cc(OC)cc(C(=O)NNC(=O)c2cc(S(=O)(=O)N3CCOCC3)ccc2F)c1 | i
CC(=NN=C(C)c1ccc(O)cc1)c1ccc(O)cc1 | i
CCc1ccc(/C=C(\C#N)C(=O)NC2CCS(=O)(=O)C2)cc1 (centres undefined) | i
